PAD4 FP inh: PAD4 (human) enzyme inhibition; Q9UM07; inhibition, % at 6.36 µM; recombinant PAD4, RCA probe fluorescence polarization; 0.41% of 330,000 active;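 active means percent inhibition above a cutoff equal to the mean of all tested compounds plus 3 SD, cut at about 15% in these data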;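 further: 0% = PAD4 with RCA probe and DMSO and 100% = probe without PAD4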
TPT1 inh: inhibitors of Candida albicans tRNA 2'-phosphotransferase TPT1; recombinant caTPT1, FP RNA substrate dephosphorylation; inhibition, % at 5 µM; 0.81% of 300,000 active; AID 1962;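 active means inhibition above the mean of all tested compounds plus 3 SD, set per screening campaign, cut at about 24% in these data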;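 further: plate controls were DMSO alone for no effect and ferristatin control at 100 nM for full effect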
GSTO1 counter: GSTO1 inhibition, counter-screen for RBBP9 inhibitors | 1.1% of 300,000 active | AID 1974 | inhibition, % at 5.96 µM | P78417 | recombinant GSTO1, activity-based probe fluorescence polarization;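 active means inhibition above the campaign mean inhibition plus 3 SD, cut at about 35% in these data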;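 further: 0% = GSTO1-1 with DMSO and 100% = wells lacking GSTO1-1 enzyme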
Fam108B inh: Fam108B inhibition, counter-screen for RBBP9 inhibitors. recombinant Fam108B, FP-Rh probe fluorescence polarization. inhibition, % at 9.51 µM. 0.33% of 300,000 active. AID 1947;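 active means inhibition above the screen mean inhibition plus 3 SD, computed separately per campaign, cut at about 18% in these data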;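 further: inhibitors lower polarization as less probe binds the enzyme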
GLD-1 TGE inh: GLD-1-TGE RNA interaction inhibition (C. elegans) | purified GLD-1 + fluorescein TGE RNA, fluorescence polarization | 0.44% of 320,000 active | inhibition, % at 5.96 µM | Q17339;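 active means percent inhibition above a per-plate cutoff, the plate mean of test compounds plus 3 SD, cut at about 30% in these data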;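 further: 0% = DMSO wells with GLD-1 and probe and 100% = wells lacking GLD-1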
Target sequence (Q17339 whole entry, looked up): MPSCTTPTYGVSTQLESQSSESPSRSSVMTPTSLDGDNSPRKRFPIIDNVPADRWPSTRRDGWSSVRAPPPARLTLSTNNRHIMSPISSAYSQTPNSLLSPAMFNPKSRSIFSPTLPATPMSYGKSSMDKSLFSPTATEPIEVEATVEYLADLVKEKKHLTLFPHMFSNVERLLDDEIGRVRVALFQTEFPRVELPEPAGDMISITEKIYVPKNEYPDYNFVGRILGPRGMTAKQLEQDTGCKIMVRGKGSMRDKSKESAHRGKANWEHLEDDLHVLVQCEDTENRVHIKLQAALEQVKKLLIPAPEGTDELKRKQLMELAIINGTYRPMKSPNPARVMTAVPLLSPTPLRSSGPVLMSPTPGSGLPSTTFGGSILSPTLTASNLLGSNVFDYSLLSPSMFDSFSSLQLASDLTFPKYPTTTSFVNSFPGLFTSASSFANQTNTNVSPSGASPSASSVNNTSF
Bcl-xL primary: inhibitors of human Bcl-xL; GST-Bcl-xL / FITC-Bim BH3 peptide fluorescence polarization; Q07817; inhibition, % at 10.9 µM; AID 2129; 0.7% of 320,000 active;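 active means inhibition above the mean of all tested compounds plus 3 SD, cutoff set per campaign, cut at about 30% in these data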;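 further: 0% = DMSO wells and 100% = unlabeled Bim-BH3 peptide competitor; inhibitors lower millipolarization by displacing the labeled peptide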
MCL1 BIM primary: MCL1-BIM-BH3 interaction inhibition (human). GST-MCL1 / FITC-Bim-BH3 fluorescence polarization. inhibition, % at 10.9 µM. Q07820. 0.68% of 320,000 active;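 active means inhibition above the mean inhibition of all tested compounds plus 3 SD, set per campaign, cut at about 40% in these data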;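 further: 0% = DMSO wells and 100% = unlabeled Bim-BH3 peptide control; higher means more loss of mP so more displacement of Bim peptide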
MEX-5 binding: C. elegans MEX-5 TCR-2 RNA binding activity; 0.38% of 300,000 active; activity score (negative = inhibition of binding), % at 10 µM; MEX-5/FITC-TCR2 RNA binding, fluorescence polarization; active compounds read low; Q9XUB2;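 active means inhibition past about -25% in most replicates, and total fluorescence under double the plate's negative control median, limit read from the data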;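 further: 0% = DMSO and -100% = 5 µM competing unlabeled TCR2 RNA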
Target sequence (Q9XUB2 whole entry, looked up): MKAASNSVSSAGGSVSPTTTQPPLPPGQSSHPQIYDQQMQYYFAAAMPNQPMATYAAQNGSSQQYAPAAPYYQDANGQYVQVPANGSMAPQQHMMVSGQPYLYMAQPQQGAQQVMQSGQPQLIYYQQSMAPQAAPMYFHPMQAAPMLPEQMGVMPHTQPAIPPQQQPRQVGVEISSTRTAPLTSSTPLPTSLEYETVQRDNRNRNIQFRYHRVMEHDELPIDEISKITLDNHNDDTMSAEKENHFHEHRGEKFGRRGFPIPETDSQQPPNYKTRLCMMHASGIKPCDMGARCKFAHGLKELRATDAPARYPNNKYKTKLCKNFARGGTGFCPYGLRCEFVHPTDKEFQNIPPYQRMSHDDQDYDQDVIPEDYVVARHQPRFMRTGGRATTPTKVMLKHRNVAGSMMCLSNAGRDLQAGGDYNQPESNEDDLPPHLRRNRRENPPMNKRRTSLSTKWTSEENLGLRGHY
PME-1 inh: blocks human protein phosphatase methylesterase 1; Q9Y570; recombinant PME-1, FP-Rh probe fluorescence polarization; inhibition, % at 5.9 µM; 0.53% of 320,000 active;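 active means inhibition above the campaign mean of all compounds plus 3 SD, cut at about 26% in these data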;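 further: competitive labeling of PME-1 active site by serine hydrolase directed probe; 0% = PME-1 with DMSO and 100% = wells lacking PME-1 enzyme; inhibitors block probe labeling so polarization falls and inhibition rises; many of its hits are not listed in these tables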
* = called active by the depositor; · = no result given. These rows are one share of the data. The share of hits here may be higher or lower than overall.

SMILES	PAD4 FP inh	GSTO1 counter	PME-1 inh	Bcl-xL primary	TPT1 inh	Fam108B inh	MEX-5 binding	MCL1 BIM primary	GLD-1 TGE inh
CCOC(=O)c1c(C)oc2cc(Br)c(OC(C)C(=O)OCC)cc12 (stereo not drawn)	-1.1	1.3	-9.7	3.1	-0.7	1.1	0.8	4.6	-4.5
Cc1[nH]nc2c1C(C1CC=CCC1)C(C#N)=C(N)O2 (stereo not drawn)	-0.4	-4.6	0.6	10.0	-2.0	-1.8	·	5.9	9.0
COc1ccc(C(C)=O)c(Oc2nc(CN3CCOCC3)nc3scc(-c4cccs4)c23)c1	-0.9	-2.3	13.9	4.2	-2.9	0.5	-10.0	7.0	12.5
Cc1ccc2nc(N3CCN(c4ccccc4F)CC3)c(C=O)c(=O)n2c1	1.8	-1.2	6.1	9.3	2.2	0.7	-0.8	11.2	4.0
CCc1ccc(-c2cn3nc(C)c(C)nc3n2)cc1	-8.8	-3.0	-13.4	0.9	3.9	-2.7	-10.4	-13.1	2.4
COC(=O)CSc1nc(-c2ccccc2)nc2ccccc12	-3.0	-12.2	-9.6	1.8	1.3	-2.3	0.6	2.9	9.8
Cc1ccc2cc(CN(CC3CCCO3)C(=S)Nc3ccccc3)c(=O)[nH]c2c1 (stereo not drawn)	-3.5	-1.8	6.4	1.1	3.8	6.8	4.2	2.9	-0.7
COc1ccc(-c2nnc(SCC(=O)NC3CCCCC3)o2)cc1	-3.0	-2.0	-4.3	5.5	-3.2	0.6	-1.1	2.4	8.9
CC(C)OC(=O)CSc1nc2ncccc2[nH]1	-2.5	11.3	-0.6	7.2	-6.3	1.2	-0.3	3.1	7.8
Cc1ccc(C(O)CSc2nnc(-c3ccc4ccccc4c3)n2C)cc1 (stereo not drawn)	1.4	2.9	-3.0	-1.9	-4.5	-0.9	3.3	-6.4	2.1
COc1cc(CNCc2ccc(OC)c(OC)c2OC)cc(OC)c1	2.2	-9.7	-0.4	2.0	1.4	0.9	·	-1.8	1.4
Cc1[nH]n(-c2ccccc2)c(=O)c1-c1ccc(Cl)cc1	3.5	13.2	0.5	1.9	-5.8	4.2	-1.6	-1.3	8.5
CC(=O)c1ccc(OC(C)C)c(Cc2c(O)nc(N)[nH]c2=O)c1	2.8	1.0	-3.0	4.5	-0.2	1.9	0.9	1.0	6.2
Cc1ccc(Nc2nnc(SCC(=O)Nc3ccccc3[N+](=O)[O-])s2)cc1	5.7	2.3	-2.3	1.8	-3.7	-1.2	·	-2.8	1.8
Cc1ccc(-c2nc(C(=O)O)cs2)cc1	-2.0	4.7	3.9	10.9	-3.9	-2.0	-1.4	6.8	-1.3
CCCc1cc(C(=O)Nc2ccccc2C(=O)OC)no1	1.9	9.7	4.3	5.1	-1.3	-2.8	-0.9	-0.4	2.5
Cc1ccc(C2C(C#N)=C(N)SC(N)=C2C#N)o1	-35.6	-42.6	-60.6	12.4	65.9*	-13.5	-4.2	-1.3	-17.2
CCOC(=O)c1nnc(-c2cccs2)nc1Oc1ccccc1C(=O)OC	5.3	-2.9	-2.5	2.2	0.7	-3.7	1.8	8.1	11.2
Cc1ccc(-n2nc3c(c2NC(=O)c2ccc4c(c2)OCO4)CS(=O)(=O)C3)cc1	2.4	9.4	8.8	4.2	-3.3	3.9	1.9	6.0	-4.9
Cc1ccccc1CSc1nc2ccccc2c(=O)[nH]1	-1.4	12.9	-3.6	-1.8	-4.2	-1.6	2.9	-6.5	1.6
O=C(NNC(=S)NC(=O)c1cccs1)c1cccnc1	3.2	29.5	1.1	10.8	0.5	-1.9	9.4	4.1	2.3
Cc1ccc(NC(=O)C2Cc3ccccc3CN2C(=O)c2ccccc2)cc1Cl (stereo not drawn)	3.9	-4.4	-6.1	1.9	-6.1	-5.2	1.1	7.1	5.8
CC(NC(=O)C12CC3CC(CC(O)(C3)C1)C2)c1ccccc1 (stereo not drawn)	-0.3	28.5	-0.9	-1.6	-0.5	-1.9	-2.4	-0.8	4.0
CCN(CC)c1ccc(-n2c(C)cc(C=O)c2C)cc1	-0.5	4.4	4.8	4.0	1.7	2.9	3.7	-3.0	2.8
CC(=O)O/N=C(\N)c1ccc(-c2csnn2)cc1	4.0	-2.4	-6.2	2.1	-2.9	3.5	0.0	4.1	-0.5
Cn1c(COc2cccc3cccnc23)nnc1SCC(=O)O	5.9	2.9	-5.9	5.2	-4.8	-4.7	3.1	-5.0	9.8
COc1ccc(OC)c(-n2cc3c(=O)n(C)c(=O)n(C)c3c2)c1	-2.0	4.5	-1.6	11.4	-5.2	-0.8	-2.3	7.8	1.7
COc1ccccc1NC(=O)CC(NCCN(C)C)C(=O)O (stereo not drawn)	-3.0	1.2	1.6	-1.1	-2.3	-0.4	-1.5	0.7	7.5
CCNC(=O)C(=O)NCC1OCCCN1S(=O)(=O)c1ccc(F)cc1C (stereo not drawn)	5.1	-1.0	-0.6	-3.3	2.5	0.9	-1.4	-9.2	2.7
COCCn1c(=O)[nH]c2cc(C(=O)NCCc3ccc(OC)c(OC)c3)ccc2c1=O	-2.7	-0.8	-3.2	2.9	-1.9	2.5	1.3	6.8	4.4
COc1ccc(OC)c(CN2CCCC(CCC(=O)N(C)CCc3ccccn3)C2)c1 (stereo not drawn)	-1.5	-9.4	-4.8	0.8	-1.1	2.1	-3.0	-1.9	1.3
COc1ccc2oc(C)c(C(=O)Cn3ccnc3)c2c1	2.7	5.5	0.1	0.6	1.8	8.3	0.4	3.8	-3.7
CC(C)c1cc2c(c(O)c1O)[C@@]13CCCC(C)(C)C1CC2OC3=O (stereo partly drawn)	4.3	40.6*	-3.6	12.8	0.9	-2.2	-1.6	26.4	5.2
O=C(CC1SC(=Nc2ccc3c(c2)OCCO3)NC1=O)Nc1ccc(F)cc1F (stereo not drawn)	-3.0	7.6	2.1	4.5	-1.9	1.1	·	6.8	0.0
COc1ccc2oc(C(=O)OCC(=O)N(Cc3ccccc3)C(C)C)c(C)c2c1	-4.6	11.2	-4.2	-10.0	1.9	-3.3	3.1	-10.0	4.0
CCn1cc(C(=O)O)c(=O)c2cc(F)c(N3CCN(C(=S)NC(=O)c4ccc(F)cc4)CC3)cc21	1.6	4.2	-1.8	1.2	3.2	-3.1	0.1	2.3	1.3
O=C(O)C1CCN(C(=O)c2cccc3ccccc23)CC1	-2.1	-0.6	-3.8	1.9	-5.3	2.2	-0.9	1.4	0.7
O=C(Nc1cc2c3c(c1)CC(=O)N3CCC2)c1ccc(Cl)cc1	-0.7	1.0	5.3	2.3	-0.8	4.8	-0.1	0.5	-4.7
C#Cc1ccc(CN2CCCC(C(=O)Nc3ccccc3Oc3cccnc3)C2)cc1 (stereo not drawn)	2.8	11.2	6.1	-0.2	-2.9	3.8	-2.1	-1.0	2.3
O=C1c2ccccc2NC(c2ccncc2)N1c1ccccn1 (stereo not drawn)	-6.4	-6.8	-0.8	1.6	3.4	0.7	-0.2	1.5	-6.2
COc1cccc(NC(=O)Cn2c(=O)oc3cc(S(=O)(=O)N4CCCC4)ccc32)c1	0.8	2.4	-2.1	1.6	-4.9	1.4	0.0	2.3	-3.7
CCOC(=O)c1c(NC(=O)/C=C/C(=O)O)sc(C)c1-c1ccc(C(C)(C)C)cc1	2.9	-43.0	-3.3	6.0	-0.6	-10.1	4.4	5.2	6.3
CCc1ccc(NC(=O)CSc2nc(=O)n3cc(C)ccc3n2)cc1	-1.5	2.7	3.1	3.0	-1.9	3.1	-2.5	3.7	3.2
CCOC(=O)c1sc(=S)n(-c2ccccc2Cl)c1SC	-0.5	-4.8	-4.8	-1.6	1.1	-0.2	1.2	-3.0	4.7
C/C(=N\Nc1ccc([N+](=O)[O-])cc1)c1ccc(O)cc1	-3.5	-3.6	7.3	-45.2	94.3*	11.5	4.9	-79.0	-16.3
CCOC(=O)c1c(NC(=O)c2ccco2)sc(C(=O)N2CCCC2)c1C	2.7	14.1	1.9	-0.8	-3.1	0.1	-2.0	5.5	-1.7
COc1ccccc1CCNC(=O)c1ccccc1SCC(=O)N1CCCC1	-2.8	·	-1.9	-9.6	·	·	·	-10.6	1.3
Cc1ccc2c(c1)N(S(=O)(=O)c1ccc3c(c1)NC(=O)CC(=O)N3)CCO2	-5.8	-7.6	-2.1	-7.3	-1.7	-0.9	4.3	-6.1	3.2
CCCCN(C(=O)CCNC(=O)NC12CC3CC(CC(C3)C1)C2)c1c(N)n(CCC)c(=O)[nH]c1=O	5.8	-2.0	-3.1	-5.7	-2.5	2.9	0.1	-10.8	-1.0
O=C(CCc1nc2ccccc2c(=O)[nH]1)Nc1nc(-c2cccs2)cs1	-2.4	-10.5	6.1	4.6	6.3	-4.8	1.6	6.2	-6.3

Next part
SMILES	PAD4 FP inh	GSTO1 counter	PME-1 inh	Bcl-xL primary	TPT1 inh	Fam108B inh	MEX-5 binding	MCL1 BIM primary	GLD-1 TGE inh
CCC(NC(=O)NCc1ccccc1)(C(F)(F)F)C(F)(F)F	4.2	-2.0	-5.0	7.7	-5.5	3.3	1.7	7.8	-7.3
CCOC(=O)c1cnc2ccc(C(=O)OC)cc2c1Nc1ccc(C(=O)O)cc1	2.0	2.0	0.9	7.8	-1.7	0.9	0.4	0.6	3.9
Cc1sc(NC(=O)CSc2nnc(-c3ccccc3)o2)c(C#N)c1C	0.3	18.8	0.0	-0.6	2.2	-7.4	0.3	1.7	4.2
Cn1c(N)c(C(=O)COC(=O)C2CCCN2C(=O)c2cccs2)c(=O)n(C)c1=O (stereo not drawn)	1.1	-2.6	-3.1	3.6	-3.6	-1.1	2.3	-6.9	3.1
O=C(O)c1cc(-c2ccc(N3CCOCC3)cc2)nn1-c1ccc(F)cc1	-3.2	-0.5	-5.9	2.8	-1.1	0.5	1.0	1.1	8.8
O=C(c1cnn2ccccc12)N1CCN(C2CCCCC2)CC1	-2.7	-0.7	-0.7	4.6	2.5	2.3	0.4	-3.1	-6.9
COc1cc(C(C(=O)NCC2CCCO2)N(C(=O)Cn2nnc3ccccc32)c2ccc(OC)c(OC)c2)ccc1O (stereo not drawn)	-4.9	-5.9	3.7	2.8	1.4	3.8	-1.4	0.6	3.3
Cc1ccc(C(C(=O)NC2CCCC2)N(Cc2cccs2)C(=O)CNC(=O)c2cccs2)o1 (stereo not drawn)	4.1	1.5	2.2	4.1	-6.9	-0.7	0.1	5.7	-1.3
CC(=O)[C@@H]1[C@@H]2C(=O)N(Cc3ccccc3)C(=O)[C@@H]2C2c3ccccc3C=CN21 (stereo partly drawn)	-11.7	29.5	1.7	46.4*	-0.6	-0.9	-8.0	49.6*	38.5*
Cc1nnc(N/N=C/c2cccc(C(F)(F)F)c2)n1N	35.0*	17.3	-3.7	5.5	-0.5	0.9	1.0	6.2	8.2
CC(=O)OCCCNc1cc(Sc2ccc(C)cc2)c2nonc2c1[N+](=O)[O-]	-0.2	5.7	8.1	0.5	1.9	8.5	-6.8	1.5	2.5
CN(NC(=O)c1ccc(Cl)cc1)c1cccc(Cl)n1	-5.7	-6.8	-6.5	0.7	1.0	-0.3	-0.7	6.4	8.6

Assay outcomes: PubChem, several laboratories
